Source: PubChem
Pin1 inhibitor: human Pin1 inhibition | Q13526 | Pin1 FP peptide displacement, HiFluor488, 10 min | Potency, µM (series often up to 115 µM), for inactives: at the highest dose activity, negative = inhibition, hits mostly inhibitors | 0.009% of 390,000 active; active = well fitted inhibition curve with a large enough effect in the polarisation, with a control signal flat, not every such curve was filed as active; inconclusive = small, poorly fitted or top-dose-only effect, or effect the other way, or a change in a side signal; inactive = no such curve, though single readings can be large or run the other way; the % refers to the polarisation; note: % is set by controls: 0 for no effect and ±100 for the full control effect
BLM inh: blocks DNA unwinding by human BLM helicase; 0.2% of 350,000 active; Potency, µM (series often up to 56.1 µM), inactives show at the highest dose activity change, negative = inhibition, hits mostly inhibitors; AID 2528; P54132; recombinant BLM DNA unwinding, fluorescence dequenching;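 note: plate controls were vehicle for no effect and no enzyme for full effect; nearly all actives have a fitted effect of over 35% in size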
JMJD2A Tudor: JMJD2A Tudor domain (human) inhibition; 4.4% of 390,000 active; AlphaScreen JMJD2A-Tudor / H3K4me3 peptide binding; O75164; Potency, µM (titrated, usually from 114 µM), for inactives: at the highest dose activity change, negative = inhibition, usual class: inhibitors; note: % is set by controls: 0 for no effect and ±100 for the full control effect; nearly all actives have a fitted effect of over 50% in size
HP1b chromo inh: inhibitors of HP1-beta chromodomain binding to methylated histone tails | Potency, µM (titrated, usually from 114 µM), for inactives: at the top dose activity change, negative = inhibition, most hits filed as inhibitors | 0.56% of 390,000 active | P83916 | AlphaScreen HP1-beta / biotin-H3K9me3 peptide binding; note: nearly all actives have a fitted effect of over 70% in size; inactives centre near 23
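HP1-beta protein (50 nM final) preincubated 30 min at room temperature with biotinylated H3(1-18)K9me3 peptide (50 nM) in PBS pH 7.4, 0.01% Tween-20, then compound added for 30 min. AlphaScreen streptavidin donor/nickel chelate acceptor beads (10 ug/mL final), 30 min dark, luminescence read.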
G9a inh: blocks human histone lysine methyltransferase G9a | G9a H3K9 monomethylation, AlphaScreen, 2 h | Potency, µM (highest dose often 102 µM), inactives show at the top dose activity, negative = inhibition, usual class: inhibitors | 8.8% of 350,000 active | AID 504332; note: % is set by controls: 0 for no effect and ±100 for the full control effect; nearly all actives have a fitted effect of over 75% in size
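Methyltransferase reactions run at room temperature for 2 h (20 nM enzyme, 500 nM biotin-H3K9 peptide, 20 uM SAM) after a 15 min compound preincubation; product detected by AlphaScreen beads and anti-H3K9me1 antibody.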
GLS inhibitor: glutaminase GLS (human) inhibition. O94925. GLS enzymatic activity, qHTS titration. Potency, µM (highest dose often 45.5 µM), inactives show at the highest dose activity change, negative = inhibition, actives largely listed as inhibitors. 0.21% of 410,000 active. AID 624170; note: % is set by controls: 0 for no effect and ±100 for the full control effect
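hKGA; 45 mM KH2PO4 pH 8.2 + 0.02% Tween-20; cpd via pin tool; 1 mM Gln soln; GluOx/HRP/Amplex Red; RT 30 min; fluor. t0 & final.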
BAZ2B block: inhibitors of human BAZ2B bromodomain. 4.4% of 360,000 active. AID 504333. AlphaScreen BAZ2B-H3K14Ac peptide displacement. Potency, µM (top dose mostly 114 µM), inactives show top-dose activity change, negative = inhibition, usual class: inhibitors; note: % is set by controls: 0 for no effect and ±100 for the full control effect; nearly all actives have a fitted effect of over 60% in size
Target sequence (Q9UIF8 whole entry, looked up): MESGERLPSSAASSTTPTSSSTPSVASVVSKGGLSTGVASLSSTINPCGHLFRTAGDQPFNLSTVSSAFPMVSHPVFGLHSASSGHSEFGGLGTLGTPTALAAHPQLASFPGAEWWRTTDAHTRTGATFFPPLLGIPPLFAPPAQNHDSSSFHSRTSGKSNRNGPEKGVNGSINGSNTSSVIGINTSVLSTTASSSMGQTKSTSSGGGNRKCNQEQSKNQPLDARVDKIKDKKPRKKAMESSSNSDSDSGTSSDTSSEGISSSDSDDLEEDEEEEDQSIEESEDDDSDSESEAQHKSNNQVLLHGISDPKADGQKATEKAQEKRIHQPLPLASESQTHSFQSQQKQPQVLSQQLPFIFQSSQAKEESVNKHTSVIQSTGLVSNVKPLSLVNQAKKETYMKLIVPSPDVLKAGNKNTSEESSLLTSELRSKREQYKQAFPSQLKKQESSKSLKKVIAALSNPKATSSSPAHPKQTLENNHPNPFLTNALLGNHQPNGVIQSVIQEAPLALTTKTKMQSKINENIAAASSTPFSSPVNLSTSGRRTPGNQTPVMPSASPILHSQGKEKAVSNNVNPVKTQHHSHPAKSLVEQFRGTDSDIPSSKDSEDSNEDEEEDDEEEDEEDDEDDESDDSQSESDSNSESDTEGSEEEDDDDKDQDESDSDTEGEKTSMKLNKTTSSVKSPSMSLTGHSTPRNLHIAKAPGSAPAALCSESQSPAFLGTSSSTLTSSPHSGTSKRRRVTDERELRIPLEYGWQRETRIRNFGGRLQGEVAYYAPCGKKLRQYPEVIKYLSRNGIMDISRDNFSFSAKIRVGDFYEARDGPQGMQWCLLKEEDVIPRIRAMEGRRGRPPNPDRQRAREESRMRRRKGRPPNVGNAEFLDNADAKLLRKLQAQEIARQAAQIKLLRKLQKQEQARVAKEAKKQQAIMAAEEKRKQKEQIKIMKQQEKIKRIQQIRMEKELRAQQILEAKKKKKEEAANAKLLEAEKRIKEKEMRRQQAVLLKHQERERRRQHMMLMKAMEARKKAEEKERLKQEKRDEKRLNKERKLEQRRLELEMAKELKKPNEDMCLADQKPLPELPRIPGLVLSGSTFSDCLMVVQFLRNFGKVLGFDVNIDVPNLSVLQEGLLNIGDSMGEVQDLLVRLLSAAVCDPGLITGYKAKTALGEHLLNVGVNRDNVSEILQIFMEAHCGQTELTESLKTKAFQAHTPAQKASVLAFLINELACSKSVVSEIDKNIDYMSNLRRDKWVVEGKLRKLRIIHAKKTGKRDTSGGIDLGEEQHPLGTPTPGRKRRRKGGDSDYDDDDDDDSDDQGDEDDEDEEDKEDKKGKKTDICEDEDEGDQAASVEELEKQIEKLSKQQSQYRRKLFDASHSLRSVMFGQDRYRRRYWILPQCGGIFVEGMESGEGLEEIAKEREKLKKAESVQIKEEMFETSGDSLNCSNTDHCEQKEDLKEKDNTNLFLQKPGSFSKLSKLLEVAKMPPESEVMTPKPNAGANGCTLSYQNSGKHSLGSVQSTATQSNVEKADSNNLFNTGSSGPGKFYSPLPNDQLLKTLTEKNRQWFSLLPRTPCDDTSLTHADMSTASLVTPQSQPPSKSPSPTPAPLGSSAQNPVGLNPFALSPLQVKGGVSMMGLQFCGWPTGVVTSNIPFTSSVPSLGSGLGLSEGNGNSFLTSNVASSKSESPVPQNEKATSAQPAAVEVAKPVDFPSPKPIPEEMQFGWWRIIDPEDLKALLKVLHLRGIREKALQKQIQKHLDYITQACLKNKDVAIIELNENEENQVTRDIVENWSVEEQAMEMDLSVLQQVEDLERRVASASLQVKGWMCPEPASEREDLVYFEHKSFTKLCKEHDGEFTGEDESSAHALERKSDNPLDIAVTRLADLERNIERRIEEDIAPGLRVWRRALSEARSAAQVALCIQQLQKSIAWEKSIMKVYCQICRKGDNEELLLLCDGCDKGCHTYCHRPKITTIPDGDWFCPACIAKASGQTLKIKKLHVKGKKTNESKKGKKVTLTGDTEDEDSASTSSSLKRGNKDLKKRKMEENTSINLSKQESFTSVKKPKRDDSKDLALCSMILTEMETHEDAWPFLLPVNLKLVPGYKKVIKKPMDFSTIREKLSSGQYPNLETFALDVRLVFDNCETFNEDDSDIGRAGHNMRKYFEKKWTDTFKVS
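BAZ2B 50 nM plus b-H3(5-23)K14Ac 50 nM, PBS pH 7.4/0.01% Tween-20, 30 min RT; compound added (max 110 uM), 30 min RT; streptavidin donor/Ni-chelate acceptor beads 10 ug/mL final, 20 min dark; AlphaScreen read.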
PGK inhibitor: inhibitors of T. brucei phosphoglycerate kinase | P07378 | PGK/GAPDH coupled, Kinase-Glo luminescence, 60 min | Potency, µM (top dose mostly 57.5 µM), inactives show at the top dose activity change, negative = inhibition, hits mostly inhibitors | 0.043% of 380,000 active | AID 602233; note: % is set by controls: 0 for no effect and ±100 for the full control effect; nearly all actives have a fitted effect of over 60% in size
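Luminescent ATP detection (Kinase-Glo Plus) follows a 60-minute room-temperature incubation, with wells lacking PGK as controls. Buffer: 100 mM TEA (pH 7.6), 5 mM MgCl2, 0.01% Tween-20. Coupling enzyme GAPDH (100 nM final) supplies unstable 1,3-BPG in-well.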
Pol iota inh: inhibitors of human DNA polymerase iota; Potency, µM (top dose mostly 115 µM), without a hit: top-dose activity, negative = inhibition, hits mostly inhibitors; Pol iota fluorescent replication assay, 10 min; 1% of 390,000 active; AID 588590; Q9UNA4
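Fluorescent replication assay read twice, at 0 min and 10 min after adding 50 nM (final) substrate. Enzyme (10 nM) and compounds were first incubated 15 min at room temperature; enzyme-free buffer wells were negative controls.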
An asterisk follows results filed as active; i = inactive; u = inconclusive; x = no result given; [ ] = dose if it differs, or a comment. Unless noted, calls come from the whole dose curve; as a rule, active = well fitted curve in the direction sought with a large enough effect; inconclusive = small, poorly fitted or top-dose-only effect, or another doubt; inactive = no such curve, though single readings can be large; an effect the other way counts as inactive or inconclusive. Potency is the fitted concentration of half-maximal effect. Some of the compounds tested. The share of hits here may be higher or lower than overall.

SMILES | Pin1 inhibitor | BLM inh | JMJD2A Tudor | HP1b chromo inh | G9a inh | GLS inhibitor | BAZ2B block | PGK inhibitor | Pol iota inh
O=C(O)Cn1c2ccccc2c2n[nH]c(=S)nc21 | 1% | -4% | 20µM* | -20% | 2.2µM* | -19% | 50µM* | -3% | u
CN(C)C(=O)CSc1n[nH]c(-c2ccco2)n1 | 2% | -5% | -8% | 2% | x | 0% | u | -3% | 51%[activator]
S=C1SCN(Cc2ccccn2)CN1Cc1ccco1 | -2% | -8% | 6.3µM* | -31% | 2.2µM* | 5% | 18µM* | -4% | u
Cc1ccc(NC2CCCN(C(=O)CSc3ccccn3)C2)cc1C (configuration not stated) | -7% | -3% | u | -24% | -9%[0.501 µM] | 12% | u | -2% | 27%
NC(=O)N/N=C/c1ccc(-c2ccc(S(=O)(=O)Nc3ncccn3)cc2)o1 | -10% | x | -12% | 13% | 11µM* | -3% | -12% | 0% | u
OCC[C@@H]1C[C@@H](O)[C@H](O)[C@@]2(Cc3ccccc3CO2)O1 | -4% | -2% | 1% | 18% | -8% | -3% | 2% | -1% | -19%
COCCN(CC(=O)Nc1cc(Cl)ccc1-n1cncn1)Cc1nc2ccccc2c(=O)[nH]1 | 5% | x | 4% | 41%[activator] | 51%[59 µM] | -2% | 13% | -7% | 32%[activator]
COc1ccc(CSc2nc3ccncc3n2CC(=O)Nc2cc(C)cc(C)c2)cc1 | 11% | -9% | -34% | 26% | u | -20% | -3% | -3% | u
O=C(Nc1nnc(SCC(=O)N2CCCC2)s1)C1CC(=O)N(c2ccccc2)C1 (configuration not stated) | 2% | -2% | -4% | 52%[activator] | u | -19% | -16% | i | -6%
CCOc1ccc(C(=O)OCC(=O)NC2CCCCCCC2)cc1 | 2% | x | -6% | 67%[activator] | 18%[2.33 µM] | -8% | 7% | i | 24%
CN=C(Nc1ccc(C(=O)OC)s1)c1ccccc1 | -2% | -1% | -9% | 35% | -3% | 1% | 1% | -14% | 49%[activator]
O=C(Nc1ccccc1N1CCN(C(=O)c2ccccc2)CC1)c1ccc(Br)o1 | 5% | -6% | -33% | 33%[activator] | 3% | 10% | -37% | 0% | -3%
CC(NS(=O)(=O)c1cccc(C(=O)N(C)Cc2ccc(N3CCOCC3)cc2)c1)c1ccccc1 (configuration not stated) | 0% | x | -23% | 38% | x | 7% | x | -2% | -11%
COc1cc(C2CC(=O)N3CN(Cc4ccccc4)CSC3=C2C#N)ccc1OCc1ccccc1 (configuration not stated) | 10% | -22% | u | u | 0.89µM* | -16% | u | -5% | u
Cc1ccccc1NC(=O)CN1C(=O)S/C(=C\c2ccc(-c3cc(C(=O)O)ccc3C)o2)C1=O | u | -7% | 22µM* | 40µM* | 5µM* | -10% | 14µM* | u | 8.9µM*
Cc1cccc(CSc2nnc(CCCCCN)o2)c1 | 5% | -6% | -12% | 35% | -8%[59 µM] | -11% | -5% | 3% | -6%
CC(C)CCNC(=O)c1ccc(-n2cnc3cccnc32)cc1 | -3% | -1% | -3% | 61%[activator] | 18%[2.33 µM] | -3% | 7% | -9% | 21%
O=C(COC(=O)c1ccccc1Oc1ccccc1)NC1CC1 | 3% | -4% | -12% | 22% | 5% | 6% | -4% | -4% | 51%[activator]
COc1ccccc1CNC(=O)C1CCN(S(=O)(=O)c2ccc3c(c2)OCCCO3)CC1 | u | 4% | -5% | 5% | -14%[59 µM] | -5% | 9% | -6% | -12%
CCCOc1ccc(C(=O)Nc2cc(-c3nn4c(C)nnc4s3)ccc2C)cc1 | 12% | 0% | 40µM* | 12% | -39% | 5% | 3% | -3% | -5%
Cc1ccnc(OC(C(=O)O)C(OCc2ccccc2)(c2ccc(F)cc2)c2ccc(F)cc2)n1 (configuration not stated) | -11% | 0% | -6%[57.1 µM] | -2% | -10% | -2% | -13%[57.1 µM] | 9% | 124%[activator]
O=C(c1ccco1)N1CCC(c2ccccc2)C1 (configuration not stated) | -9% | 2% | -20% | 22% | 4% | -2% | -2% | -9% | 45%[activator]
S=C(Nc1ccc(Br)cc1)NC1CCCC1 | -2% | -5% | -24%[57.1 µM] | 42%[activator] | -2%[59 µM] | 11% | 4% | -6% | 1%
CC1(c2ccccc2)NC(=O)N(CC(=O)Nc2cccc(C#N)c2)C1=O (configuration not stated) | -2% | 0% | -10% | 22% | -8%[59 µM] | 12% | -3% | -9% | 10%
CCc1cccc(NC(=O)CCn2nc(C)cc2C)c1 | -12% | -1% | -10% | 24% | 5%[59 µM] | 2% | -13% | -9% | 37%[activator]

(continued)
SMILES | Pin1 inhibitor | BLM inh | JMJD2A Tudor | HP1b chromo inh | G9a inh | GLS inhibitor | BAZ2B block | PGK inhibitor | Pol iota inh
COc1ccc(C(=O)NCC(=O)OCC(=O)N2CCC(C)CC2)cc1OC | -1% | -5% | 11% | 29% | 18% | -4% | -12% | -2% | 45%[activator]
COc1ccccc1CNC(=O)C1CCN(S(=O)(=O)c2ccc3c(ccn3C)c2)CC1 | 17% | 0% | -5% | 23%[57 µM] | -1%[59 µM] | 0% | -2% | -7% | -14%
COc1cc(SC)ccc1C(=O)OC(C)C(=O)Nc1ccc(NC(C)=O)cc1 (configuration not stated) | 0% | -2% | -7% | 19% | -15% | 3% | 2% | -1% | 74%[activator]
COc1ccc(N(C(=O)COc2ccccc2)C2C=CS(=O)(=O)C2)c(OC)c1 (configuration not stated) | 8% | 2% | 4% | 10% | 0%[59 µM] | 5% | -2% | 0% | 4%
Oc1ccc(/C=C/c2nc(-c3ccccc3O)n(-c3ccccc3)n2)c(O)c1 | u | u | u | 1% | u | u | 32µM* | 8% | u
CC1CC(C)CN(C(=O)COC(=O)c2ccc3ncsc3c2)C1 (configuration not stated) | -5% | x | -1% | 39% | -11%[12.7 µM] | -1% | 11% | -4% | 29%
O=C(NN=Cc1c(F)cccc1F)c1ccccc1NS(=O)(=O)c1cccs1 | -9% | x | -6% | 2% | x | -2% | x | -8% | -16%
COc1ccc(C(=O)NN2CCOCC2)cc1 | -4% | -12% | 2% | 28% | x | 5% | -8% | 13% | 3%
O=C(O)c1nccnc1C(=O)Nc1ccc(Oc2c(Cl)cccc2Cl)nc1 | -7% | 1% | -23% | 14% | x | -19% | u | -8% | 119%[activator]
O=C(c1c[nH]c2ccccc12)C(F)(F)F | 2% | -3% | 5% | 45%[activator] | 27% | -3% | -3% | 5% | 14%
Cc1ccc(NC(=S)NCc2ccc(Cl)cc2)c(C)c1 | u | 0% | -27% | 17% | x | 11% | -2% | -2% | -13%
CC1(C)CC(=O)C(=Cc2cn(CCC#N)nc2-c2ccc(F)cc2)C(=O)C1 | 0% | 1% | -3% | 48%[activator] | 10µM* | 13% | -3% | 9% | u
CC(C)NCC(O)COc1ccc2c(c1)CCC2 (configuration not stated) | 0% | 5% | -4% | 9% | -11%[59 µM] | 2% | -8% | -12% | 6%
CC(=O)NC1=NN(C(C)=O)C(C)(c2ccccc2)S1 (configuration not stated) | 2% | u | -2% | 9% | u | 13% | 45µM* | -5% | 7%
COc1ccc(NC(=O)c2cccc(N3C(=O)C4CC=C(C)CC4C3=O)c2)c(OC)c1 (configuration not stated) | 1% | -7% | -12% | -10% | -11% | 9% | -12% | 3% | 1%
O=C(NCc1ccccc1)/C(=C/c1ccccc1)NC(=O)c1ccco1 | -9% | 1% | -5% | 8% | 25%[59 µM] | -4% | 5% | -4% | 29%
CSc1ccc(/C=N/NC(=O)CN2CCN(Cc3ccc(Cl)cc3)CC2)cc1 | u | -7% | -21%[57.1 µM] | u | -7%[59 µM] | -5% | 19% | i | 7%
COc1ccccc1N1CC(C(=O)NCCC2=CCCCC2)CC1=O (configuration not stated) | -3% | x | -14% | 26% | -1%[12.7 µM] | 4% | 10% | -8% | -15%
CC12CCC(CC1=O)C2(C)C (configuration not stated) | 1% | x | -12% | 29% | 2%[12.7 µM] | 0% | -4% | i | 18%
Cc1cc(C)c2c(=O)cc(C(=O)NCc3ccc(S(N)(=O)=O)cc3)oc2c1 | 22% | 1% | -7% | 63%[activator] | 23%[59 µM] | -3% | 29% | -10% | 2%
COc1cc(/C(C)=N/NC(=O)c2ccc(CSc3nncn3C)cc2)cc(OC)c1OC | u | -7% | -10% | 23% | 11% | -7% | -4% | 2% | 144%[activator]
CCOC(=O)CN=C1CC(C)(C)CC2=C1Sc1ncnc(N(C)C)c1N2 | u | -9% | u | -3% | 4.5µM* | -4% | u | -7% | 24%
O=C(CCS(=O)(=O)c1cccc2nsnc12)NCc1ccccc1Cl | 1% | -2% | -3% | 25% | u | -7% | -18% | 1% | 6%
CCOc1ccccc1C1C(C(=O)Nc2ccccc2)=C(C)Nc2c(C(=O)Nc3ccc(F)cc3)cnn21 (configuration not stated) | 1% | -12% | -26% | 5% | -27%[59 µM] | 9% | -9% | i | 7%
Cc1cccc(N2CCN(CCCNc3ncnc4onc(-c5ccc(F)cc5)c34)CC2C)c1 (configuration not stated) | -8% | 0% | u | -17% | u | 0% | u | -2% | 21%
O=C(c1cccc(C(F)(F)F)c1)N1CCC2(CC1)NCCc1[nH]cnc12 | 1% | -1% | -9% | 22% | 13% | 3% | -6% | 1% | 3%
O=c1[nH]c([N+](=O)[O-])nn1C(c1ccccc1)c1ccccc1 | -10% | -3% | -28% | 9% | 0%[2.33 µM] | 2% | -16% | 0% | u

Structures listed so far containing a COOH group:
SMILES | Pin1 inhibitor | BLM inh | JMJD2A Tudor | HP1b chromo inh | G9a inh | GLS inhibitor | BAZ2B block | PGK inhibitor | Pol iota inh
O=C(O)Cn1c2ccccc2c2n[nH]c(=S)nc21 | 1% | -4% | 20µM* | -20% | 2.2µM* | -19% | 50µM* | -3% | u
Cc1ccccc1NC(=O)CN1C(=O)S/C(=C\c2ccc(-c3cc(C(=O)O)ccc3C)o2)C1=O | u | -7% | 22µM* | 40µM* | 5µM* | -10% | 14µM* | u | 8.9µM*
Cc1ccnc(OC(C(=O)O)C(OCc2ccccc2)(c2ccc(F)cc2)c2ccc(F)cc2)n1 (configuration not stated) | -11% | 0% | -6%[57.1 µM] | -2% | -10% | -2% | -13%[57.1 µM] | 9% | 124%[activator]
O=C(O)c1nccnc1C(=O)Nc1ccc(Oc2c(Cl)cccc2Cl)nc1 | -7% | 1% | -23% | 14% | x | -19% | u | -8% | 119%[activator]
